# EPAC1 antag – qHTS for Antagonist of cAMP-regulated guanine nucleotide exchange factor 3 (EPAC1): primary screen. Rap guanine nucleotide exchange factor 3 (Homo sapiens), O95398. EPAC1 GEF assay, Rap1b-BODIPY-GDP exchange fluorescence. Potency, µM (doses to about 115 µM), inactives show top-dose activity change, negative = inhibition, hits mostly inhibitors. actives 0.14% (n = 360,000). AID 720709, 2013;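 further: potency means the concentration at half of the fitted maximal effect; plate controls were vehicle for no effect and positive control for full effect; nearly all actives have a fitted effect of over 50% in size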
# CCT modulator – High-Throughput Screening for Modulators of Cytosolic Chaperonin Activity; purified chaperonin ATPase assay, HTRF ADP detection, 30 min; activity change, % (test concentration not listed), hits read low; actives 0.3% (n = 360,000); AID 651819, 2012; in the data active means activity change below about -30%; further: on the % scale 0 is the no-effect control and ±100 the full control effect
#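 First, chaperonin was dispensed at 40 nM or 20 nM final depending on batch activity. Next, compounds were pinned at 76 uM and ATP added at 10 uM. After 30 min at 37 °C, ADP detection reagents ran 30 min at ambient temperature.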
# IL-2 act – qHTS of IL-2 Activators | activation, % (series mostly up to about 46 µM) | AID 652025, 2013 | IL-2 activation reporter assay, cell-based qHTS; stimulated with anti-CD3/CD4/CD28 beads; in transgenic mouse T cells | actives 0.065% (n = 360,000); in the data active means activation above about 50%; inconclusive means mostly about 30% to 49%; further: 0% is about no effect
#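 Quantitative HTS in unstimulated transgenic mouse T cells, with memory T cells as non-tolerant control and PMA/ionomycin as tolerance-bypass control. Compound pretreatment lasted 60 minutes before 18 h bead stimulation; EGFP/DsRed fluorescence read.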
# EPAC1 ag – qHTS for Agonist of cAMP-regulated guanine nucleotide exchange factor 3 (EPAC1): primary screen | actives 0.073% (n = 360,000) | Potency, µM (doses to about 154 µM), without a hit: at the highest dose activation, most hits filed as activators | EPAC1 agonist qHTS, biochemical assay; response scale: 100% = response to 6.5 mM cAMP | Rap guanine nucleotide exchange factor 3 (Homo sapiens), O95398; further: potency means the concentration at half of the fitted maximal effect; nearly all actives have a fitted effect of over 60% in size
#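 Nucleotide exchange by EPAC1 (100 nM) on Rap1B–BODIPY-GDP (250 nM) in the presence of 50 uM GDP is tracked fluorescently at 480/540 nm over 30 min. Signals are normalized to a 6.5 mM cAMP control.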
# EPAC2 ag – qHTS for Agonist of cAMP-regulated guanine nucleotide exchange factor 4 (EPAC2): primary screen | Rap guanine nucleotide exchange factor 4 (Homo sapiens), Q8WZA2 | EPAC2 activation, biochemical qHTS; response scale: 100% = 6.5 mM cAMP response | Potency, µM (top dose mostly 154 µM), for the others: at the top dose activation, most hits filed as activators | actives 0.079% (n = 360,000) | AID 720711, 2013; further: potency means the concentration at half of the fitted maximal effect; nearly all actives have a fitted effect of over 50% in size
# Target sequence (Q8WZA2 whole entry, looked up): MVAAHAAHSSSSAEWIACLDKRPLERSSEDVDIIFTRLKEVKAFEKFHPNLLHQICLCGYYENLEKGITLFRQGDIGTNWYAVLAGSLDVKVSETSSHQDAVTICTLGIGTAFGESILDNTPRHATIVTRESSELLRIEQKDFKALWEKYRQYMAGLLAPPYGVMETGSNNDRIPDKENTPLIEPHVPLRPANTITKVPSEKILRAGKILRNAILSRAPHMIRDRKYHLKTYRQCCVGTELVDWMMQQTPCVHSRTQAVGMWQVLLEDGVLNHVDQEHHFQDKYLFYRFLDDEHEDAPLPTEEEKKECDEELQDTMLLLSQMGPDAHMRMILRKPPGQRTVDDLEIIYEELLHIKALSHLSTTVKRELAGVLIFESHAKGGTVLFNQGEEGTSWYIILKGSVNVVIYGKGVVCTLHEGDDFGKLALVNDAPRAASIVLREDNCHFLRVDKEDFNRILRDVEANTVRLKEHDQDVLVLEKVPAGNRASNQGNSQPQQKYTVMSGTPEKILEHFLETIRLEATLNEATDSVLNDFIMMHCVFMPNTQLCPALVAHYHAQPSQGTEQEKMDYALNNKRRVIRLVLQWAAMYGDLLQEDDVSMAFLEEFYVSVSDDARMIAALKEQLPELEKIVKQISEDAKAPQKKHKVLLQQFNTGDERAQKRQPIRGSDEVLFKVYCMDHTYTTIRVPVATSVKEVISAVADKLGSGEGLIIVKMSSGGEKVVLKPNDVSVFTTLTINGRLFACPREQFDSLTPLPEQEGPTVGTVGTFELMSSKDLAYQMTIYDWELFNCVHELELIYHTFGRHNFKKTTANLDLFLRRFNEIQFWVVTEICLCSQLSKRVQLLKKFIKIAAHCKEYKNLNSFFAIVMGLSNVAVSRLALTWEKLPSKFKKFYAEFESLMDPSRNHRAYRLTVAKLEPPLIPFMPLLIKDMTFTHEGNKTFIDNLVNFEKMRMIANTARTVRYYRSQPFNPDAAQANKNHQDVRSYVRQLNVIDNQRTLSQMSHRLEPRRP
#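 Each well held 100 nM EPAC2, 250 nM RAP1B-BODIPY-GDP and 50 uM GDP. Fluorescence, read at 5-min intervals to 30 min, was referenced to a 6.5 mM cAMP positive control.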
# WRN helicase inh – qHTS for Inhibitors of WRN Helicase | AID 651768, 2012 | Potency, µM (top dose mostly 114 µM), without a hit: at the highest dose activity change, negative = inhibition, usual class: inhibitors | Bifunctional 3'-5' exonuclease/ATP-dependent helicase WRN (Homo sapiens), Q14191 | WRN helicase unwinding, fluorescent forked duplex, kinetic | actives 0.46% (n = 360,000); further: potency means the concentration at half of the fitted maximal effect; on the % scale 0 is the no-effect control and ±100 the full control effect; nearly all actives have a fitted effect of over 55% in size
#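 Fluorescence dequenching readout, ex 525 nm/em 598 nm, kinetic mode: forked duplex DNA (100 nM final) with adjacent fluorophore and quencher unwound by WRN (20 nM final) with 2 mM ATP. Compound preincubation 15 min, room temperature.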
# PLK1 PBD inh – qHTS for Inhibitors of PLK1-PDB (polo-like kinase 1 - polo-box domain): Primary Screen; Potency, µM, for inactives: max response, negative = inhibition, actives largely listed as inhibitors; Plk1 PBD binding of FITC phosphopeptide, fluorescence polarization; AID 720504, 2013; Serine/threonine-protein kinase PLK1 (Homo sapiens), P53350; actives 2.8% (n = 360,000); further: potency means the concentration at half of the fitted maximal effect; series mostly up to about 57 µM; on the % scale 0 is the no-effect control and ±100 the full control effect; nearly all actives have a fitted effect of over 65% in size
# PI5P4K alpha inh – qHTS for Inhibitors of phosphatidylinositol 5-phosphate 4-kinase (PI5P4K); actives 1.2% (n = 330,000); PI5P4Kalpha enzyme, ADP-Glo luminescence, 60 min; stronger effect = lower value; max response, %; AID 652105, 2013; Phosphatidylinositol 5-phosphate 4-kinase type-2 alpha (Homo sapiens), P48426; active means max response of -50% or lower; inconclusive means between -30% and -50%; inactive means -30% or higher; further: value at the top dose of about 77 µM; on the % scale 0 is the no-effect control and ±100 the full control effect
#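 ADP-Glo luminescence end-point read after a 60 min room-temperature kinase reaction of PI5P4Kalpha plus substrate, initiated with ATP at 5 microM final. Buffer: 0.038 M HEPES pH 7.4, EGTA, 0.1% CHAPS, 5% DMSO.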
# * hit, by the source's call; u = inconclusive; x = no result given; & = joins results of further samples; [ ] = remark or other dose. Unless noted, the call rests on the fitted dose curve; in most records, active means well fitted curve in the direction sought with a large enough effect; inconclusive means small, poorly fitted or top-dose-only effect, or another doubt; inactive means no such curve, though single readings can be large; an effect the other way counts as inactive or inconclusive. Not all compounds are listed (hit frequency here may not be typical).
SMILES,EPAC1 antag,CCT modulator,IL-2 act,EPAC1 ag,EPAC2 ag,WRN helicase inh,PLK1 PBD inh,PI5P4K alpha inh
COc1ccccc1N=Nc1ccc(N)c(C)c1,u,-3.7,-1.6,4.7%,7.4%,3.3%,-13.3%,4.5
CC(C)CCNC(=O)c1c(N)n(CC2CCCO2)c2nc3ccccc3nc12 (stereo not drawn),-12.1%,0.2,0.5,12.8%,-5.5%,-12.7%,-8.9%,21.2
COC(=O)c1ccc(N2CCN(C)CC2)c([N+](=O)[O-])c1,2.6%,-0.1,-0.2,13.9%,6.9%,-1.2%,-12.6%,-1.5
Cc1cccc(OP(=O)(NCc2ccccc2)Oc2cccc(C)c2)c1,2.4%,-1.2,-0.7,-19.5%,-5.8%,-18.6%[57.1 µM],5.2%,-4.1
Cc1cc(N2CCOCC2)ccc1/C=C1\C(=O)NC(=O)N(c2ccccc2)C1=O,-7.4%,0.4,-0.6,0.3%,-0.2%,-6.3%,11.9µM*,-26.1
CCOc1cc2c(cc1OCC)-n1cccc1C(c1ccc(C(C)C)cc1)NC2 (stereo not drawn),-11.1%,0.3,-1.2,12.9%,-2.2%,-6.0%[57.1 µM],0.6%,5.5
CCOC(=O)c1c(N)n(CCCOC(=O)c2ccco2)c2nc3ccccc3nc12,-14.7%,0.0,-1.6,2.9%,-11.1%,-7.9%,-15.3%,-2.4
CC(=O)OC1C2CCCC1C(N1CCCC1)CC2 (stereo not drawn),9.6%&-18.4%,2.0&-3.3,-0.9&0.8,7.2%&-3.9%,-0.3%&-0.6%,-14.8%&-1.4%,-0.7%&-12.3%,u
CC1(C)CC(=O)CC(C)(C)N1O,-2.9%,-1.0,-0.8,-2.5%,6.3%,-0.8%,4.6%,-25.0
CCCNS(=O)(=O)c1ccc(OCC(=O)N2CCN(Cc3ccc4c(c3)OCO4)CC2)c(C)c1,-4.7%,-1.0,-0.6,1.6%,15.2%,-2.0%,-8.7%,1.6
Cc1cccc(N2C(=O)NC(=O)/C(=C/c3ccc(N4CCOCC4)cc3)C2=O)c1,u,1.5,1.1,6.8%,0.4%,u,11.9µM*,-23.5
CN1CCCC1C(O)(c1ccccc1)c1ccccc1 (stereo not drawn),6.5%,-1.2,-2.6,11.8%,1.4%,10.8%,-7.1%,x
Cc1cccc(N2C(=O)/C(=C/N3CCN(C(=O)c4ccco4)CC3)C(=O)NC2=S)c1,0.0%,-2.1,0.3,1.5%,0.0%[15.6 µM],u,u,u
COc1ccc(CN2CCN(C(=O)Cc3ccccc3)CC2)cc1Br,7.6%,-3.0,0.0,18.5%,9.9%,17.1%,1.0%,-5.6
O=C(c1cc(F)ccc1F)C1CCCN(Cc2cc(Cl)ccc2O)C1 (stereo not drawn),-11.6%,-1.2,-0.1,1.0%,11.3%,-23.3%,2.2%,0.8
CCOc1cccc(=NC2CCCCC2)c2c(C)[nH]c(C)c12,-13.8%,1.8,-4.0,2.7%,3.4%,-18.4%,-11.4%,-5.1
COc1ccc(CNCCc2c[nH]c3ccccc23)c(OC)c1OC,-5.5%,0.3,-1.3,3.2%,4.3%,-6.3%[57.1 µM],7.0%,-1.0
CCC(C)(C)n1nnnc1CN1CCC(n2c(C)nc3cc(C(F)(F)F)ccc32)CC1,-5.6%,-3.0,-0.5,0.4%,17.1%,-8.5%,-5.7%,5.8
Cc1ccc2c(c1)C1CN(C)CCC1N2C(=O)Cn1cnc2c1c(=O)n(C)c(=O)n2C (stereo not drawn),18.3%,-2.8,3.6,-5.8%,0.0%,5.4%,-2.5%,5.0
c1ccc(CCNC2CCCCCC2)cc1,8.3%,1.4,-4.1,0.5%,0.6%,-1.4%,1.4%,2.4
CCN(CC)C(=O)c1ccc(NC(=O)COC(=O)c2ccc(Cl)s2)cc1,-6.2%,0.6,-0.9,-15.3%,1.8%,-6.4%,-5.5%,0.3
COc1ccn(C)c(=O)c1C#N,-15.7%,2.1,0.6,-35.1%,-0.1%,2.9%,0.6%,-9.9
O=C(OC1CC2CCC(N2)C1C(=O)O)c1ccccc1 (stereo not drawn),6.7%,-3.2,0.4,-3.1%,7.3%,3.2%,-10.1%,7.5
Cn1ccnc1P(=S)(c1nccn1C)c1nccn1C,3.2%,2.2,-1.0,-1.7%,5.8%,-13.9%,-3.3%,x
O=C1NC(=O)C(=Cc2ccccc2OCCOc2ccc([N+](=O)[O-])cc2)C(=O)N1,-6.7%,-32.5*,-0.6,-0.5%,-2.8%,35.5µM*,5.97µM*,u
CC(C)C(=O)c1cn(Cc2ccccc2C#N)c2ccccc12,-9.0%,-4.0,-0.2,12.2%,0.3%,-2.5%,-5.4%,3.3
N#Cc1ccc(NC(=O)CCNC(=O)c2ccco2)cc1Cl,-12.9%,-0.4,1.3,-3.1%,-5.0%,-5.0%,-4.2%,8.6
COc1ccc(C2C=C(C)Oc3c2c(=O)oc2ccccc32)cc1OC (stereo not drawn),-8.9%,-0.4,-2.5,20.5%,23.7%,10.2%,-4.7%,1.4
O=C(CCS(=O)(=O)c1ccc(Br)cc1)N1CCC2(CC1)OCCO2,-9.0%,-2.4,-0.3,7.9%,3.2%,-2.3%,-8.3%,2.5
CC1CCCC(NC(=O)COC(=O)c2cn(C)c3ccccc23)C1C (stereo not drawn),-5.4%,3.2,-0.2,-1.9%,-11.3%,4.9%,3.3%,4.0
COC(=O)C1=C(c2cccc(OCc3ccccc3)c2)C[C@@H]2CC[C@H]1N2C(=O)NCCc1ccc(F)cc1,-6.9%,-2.8,-3.2,-7.1%,-0.3%,-6.3%,4.6%,-1.9
COc1cc(/C=C/[N+](=O)[O-])ccc1OC(=O)c1cccnc1,-1.7%,0.7,0.3,-6.1%,-4.0%,6.0%,3.36µM*,-2.6
C[C@H]1C(=O)O[C@@H]2CCN3CC=C(COC(=O)[C@](C)(O)[C@]1(C)O)[C@H]23,-13.0%,-1.5,-0.2,-10.1%,-4.7%,-3.1%,-6.0%,5.0
CC1CN=C(NCCc2ccccc2)S1 (stereo not drawn),-0.2%,1.7,2.2,-1.4%,9.3%,-5.8%,2.2%,-4.2
CCN(CC)P(=O)(Oc1ccccc1)Oc1ccccc1,-2.3%,-0.5,0.1,2.6%,7.3%,-2.4%,-8.5%,0.8
Cc1cc(C)nc(N2Cc3ccccc3C2=N)n1,-17.9%,0.1,0.0,1.3%,0.4%,8.0%,-2.1%,-4.2
O=C(CCN1CCCCC1)Nc1ccc(Cl)cc1C(=O)c1ccccc1,-4.9%,-2.1,0.7,4.0%,11.6%,-1.0%,-5.0%,-6.6
O=C(CNC(=O)c1ccc(Cl)cc1)Nc1ccc(Br)cc1C(=O)c1ccccc1,-2.6%,1.5,-3.1,0.1%,1.7%,-29.3%[57.1 µM],-12.6%,6.8
Cc1ccc(OCCOc2cccc(C=C3C(=O)NC(=O)NC3=O)c2)cc1,-9.1%,0.0,1.1,11.7%,-1.3%,-33.2%,2.67µM*,-77.5*
CC(C)C/C(=N/O)c1c[nH]c2ccccc12,6.7%,-1.2,-0.6,0.7%,-0.9%[15.6 µM],5.5%,-4.7%,0.4

# A second format for two compounds above:
SMILES: CCOC(=O)c1c(N)n(CCCOC(=O)c2ccco2)c2nc3ccccc3nc12
- EPAC1 antag: -14.7%
- CCT modulator: 0.0
- IL-2 act: -1.6
- EPAC1 ag: 2.9%
- EPAC2 ag: -11.1%
- WRN helicase inh: -7.9%
- PLK1 PBD inh: -15.3%
- PI5P4K alpha inh: -2.4

SMILES: CC(C)C(=O)c1cn(Cc2ccccc2C#N)c2ccccc12
- EPAC1 antag: -9.0%
- CCT modulator: -4.0
- IL-2 act: -0.2
- EPAC1 ag: 12.2%
- EPAC2 ag: 0.3%
- WRN helicase inh: -2.5%
- PLK1 PBD inh: -5.4%
- PI5P4K alpha inh: 3.3

# (continued)
SMILES,EPAC1 antag,CCT modulator,IL-2 act,EPAC1 ag,EPAC2 ag,WRN helicase inh,PLK1 PBD inh,PI5P4K alpha inh
C=C1[C@@H](OC(C)=O)[C@]23C[C@@H]1[C@@H](OC(C)=O)CC2[C@]12C4C[C@H]3[C@H]1N(CC)C[C@]4(C)CC[C@@H]2O (stereo partly drawn),-10.4%,-67.8*,-0.4,-17.7%,3.4%,1.3%,-13.6%,6.2
CC(Cc1ccccc1)N1C(=O)c2ccccc2C1=O (stereo not drawn),-7.1%,-3.7,-0.5,10.0%,8.3%,-0.2%,3.2%,5.9
Cc1cnc(NC(=O)CN2CCCCC2)s1,7.8%,1.7,-0.8,-6.2%,1.9%,0.1%,6.7%,-1.5
CC1(C)CC(CCNCc2ccc3c(c2)OCO3)(Cc2ccccc2)CCO1 (stereo not drawn),14.9%,-2.5,0.0,14.1%,13.7%,-10.6%,-11.2%,-1.1
COC(=O)C1=C(c2ccc(OC)c(OC)c2)C[C@@H]2CC[C@H]1N2C(=O)NCCCOC(C)C,4.7%,-2.4,0.1,-10.8%,7.2%,7.9%,-8.1%,-5.2
C=CCn1c(=O)c(C=Nc2cccnc2Cl)c(O)n(CCCC)c1=O,10.6%,1.2,-0.2,6.9%,-4.8%,1.8%,3.2%,2.4
O=C1NC(=O)C2(C(=O)N1)C(c1ccc(F)cc1)NC(=S)NC2c1ccc(F)cc1 (stereo not drawn),4.7%,0.8,-2.5,4.5%,11.4%,-15.6%,-11.8%,-5.3
NP(=O)(Oc1ccccc1)Oc1ccccc1,-5.8%,-2.1,0.0,9.1%,5.5%,1.2%,-4.7%,-3.8
COc1ccc(-n2c(O)c(C=Nc3c(C)n(C)n(-c4ccccc4)c3=O)c(=O)[nH]c2=O)cc1,0.0%,-1.2,0.0,3.2%,11.3%,5.2%,-10.5%,0.8
S=P1(Oc2ccccc2)Nc2ccccc2N1,-20.1%,1.2,0.7,1.4%,10.9%,5.6%,-15.8%,-5.0
O=C(c1ccco1)c1cn(Cc2ccccc2)c2ccccc12,-18.1%,-1.0,-0.3,2.3%,u,-12.3%,-0.7%,20.9

# Compound activity from PubChem BioAssay.
